LDHA inh: qHTS assay for inhibitors of human lactate dehydrogenase | activity change, % (values are at about 110 or 230 µM) | purified LDHA, NADH/diaphorase-resazurin fluorescence; hits give low values | L-lactate dehydrogenase A chain (Homo sapiens), P00338 | hit rate 0.15% among 480,000; in the data active = activity change below about -30%; inconclusive = mostly about -25% to -30%;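 also: plate controls were DMSO wells for no effect and wells without enzyme for full effect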
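LDH5 2 nM; NADH 0.06 mM, pyruvate 0.2 mM; 200 mM Tris pH 7.4, EDTA, Tween-20; 5 min RT. Detection: diaphorase 0.133 mg/mL + resazurin 37 µM, fluorescence ex540/em590 at 0 and 20 min; normalized to enzyme-free and DMSO wells.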
Apoferritin bind: qHTS Assay for Identification of Novel General Anesthetics | hit rate 0.074% among 350,000 | Potency, µM (doses to about 77.5 µM), for inactives: at the top dose activity change, negative = displacement, actives largely listed as inhibitors | AID 485281, 2010 | Ferritin light chain (Equus caballus), P02791 | apoferritin/1-aminoanthracene competitive binding, fluorescence; also: potency is read from the fitted curve at half-maximal effect; % is scaled to controls: 0 for no effect and ±100 for the full control effect; nearly all actives have a fitted effect of over 20% in size
Target sequence (P02791 2-175 limits assumed): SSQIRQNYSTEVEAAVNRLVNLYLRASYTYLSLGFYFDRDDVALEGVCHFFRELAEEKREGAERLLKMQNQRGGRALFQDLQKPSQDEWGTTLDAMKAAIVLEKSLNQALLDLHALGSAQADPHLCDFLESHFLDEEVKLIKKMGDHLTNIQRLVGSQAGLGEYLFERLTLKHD
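Probe: 1-aminoanthracene (50% saturated, PBS). Protein: horse-spleen apoferritin, 10 uM. Incubation: 10 min, room temperature. Detection: 380 nm excitation, 535 nm emission. Analysis: normalized response, four-parameter Hill.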
Pol beta inh: qHTS Assay for Inhibitors of DNA Polymerase Beta; Pol beta primer extension/strand displacement, fluorescence kinetic; Potency, µM (titrated, usually from 114 µM), for inactives: at the top dose activity change, negative = inhibition, most hits filed as inhibitors; hit rate 1.3% among 340,000; also: potency is read from the fitted curve at half-maximal effect; % is scaled to controls: 0 for no effect and ±100 for the full control effect
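Pol beta (10 nM) was preincubated with compound for 15 min at room temperature. The reaction was then started with 50 nM substrate and read immediately and after a further 10 min at room temperature.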
BLM inh: qHTS Assay for Inhibitors of Bloom's syndrome helicase (BLM); Potency, µM (series often up to 56.1 µM), without a hit: at the highest dose activity change, negative = inhibition, hits mostly inhibitors; hit rate 0.2% among 350,000; recombinant BLM DNA unwinding, fluorescence dequenching; AID 2528, 2010;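 also: potency is read from the fitted curve at half-maximal effect; plate controls were vehicle for no effect and no enzyme for full effect; nearly all actives have a fitted effect of over 35% in size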
APEX1 inh: qHTS Assay for Inhibitors of the Human Apurinic/apyrimidinic Endonuclease 1 (APE1). DNA repair nuclease/redox regulator APEX1 (Homo sapiens), P27695. hit rate 0.35% among 350,000. AID 2517, 2012. Potency, µM (series often up to 65.8 µM), inactives show top-dose activity change, negative = inhibition, actives largely listed as inhibitors. recombinant APE1, TAMRA/BHQ-2 abasic DNA cleavage fluorescence;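 also: potency is read from the fitted curve at half-maximal effect; plate controls were vehicle for no effect and reference inhibitor for full effect; nearly all actives have a fitted effect of over 55% in size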
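Compound pre-exposure to 0.75 nM APE1, 15 min at ambient temperature. Reaction initiated with 50 nM TAMRA/BHQ-2 THF substrate, read immediately in kinetic mode, 525 nm excitation, 598 nm emission.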
Glioma ERSR ind: qHTS for Inducers of the Endoplasmic Reticulum Stress Response (ERSR) in Human Glioma: qHTS; U87-MG GRP78 promoter luciferase reporter, 16 h; Potency, µM, for the others: at the highest dose activation, hits mostly activators; hit rate 0.02% among 420,000; AID 602332, 2012; also: potency is read from the fitted curve at half-maximal effect; series mostly up to about 76 µM; % of control where 0% means no effect; nearly all actives have a fitted effect of over 35% in size
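Stably transfected U87-MG glioma cells carrying a GRP78-based luciferase sensor; 16 h compound incubation. Luminescence end-point read 10 min after Bright-Glo addition at room temperature.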
Pol eta inh: qHTS for Inhibitors of Polymerase Eta; recombinant Pol eta, fluorescent DNA replication assay; Potency, µM (series often up to 114 µM), without a hit: at the top dose activity change, negative = inhibition, most hits filed as inhibitors; hit rate 1.2% among 390,000; AID 588591, 2011; also: potency is read from the fitted curve at half-maximal effect; % is scaled to controls: 0 for no effect and ±100 for the full control effect
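Fluorescent replication assay: 50 nM final substrate added after a 15 min room-temperature compound preincubation with 10 nM enzyme. Signal taken at 0 min and again at 10 min.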
Pol kappa inh: qHTS for Inhibitors of Polymerase Kappa | DNA polymerase kappa (Homo sapiens), Q9UBT6 | purified Pol kappa, fluorescent DNA synthesis assay, 10 min | Potency, µM (top dose mostly 107 µM), for the others: top-dose activity, negative = inhibition, hits mostly inhibitors | hit rate 0.53% among 400,000 | AID 588579, 2011; also: potency is read from the fitted curve at half-maximal effect; % is scaled to controls: 0 for no effect and ±100 for the full control effect
Target sequence (Q9UBT6 whole entry, looked up): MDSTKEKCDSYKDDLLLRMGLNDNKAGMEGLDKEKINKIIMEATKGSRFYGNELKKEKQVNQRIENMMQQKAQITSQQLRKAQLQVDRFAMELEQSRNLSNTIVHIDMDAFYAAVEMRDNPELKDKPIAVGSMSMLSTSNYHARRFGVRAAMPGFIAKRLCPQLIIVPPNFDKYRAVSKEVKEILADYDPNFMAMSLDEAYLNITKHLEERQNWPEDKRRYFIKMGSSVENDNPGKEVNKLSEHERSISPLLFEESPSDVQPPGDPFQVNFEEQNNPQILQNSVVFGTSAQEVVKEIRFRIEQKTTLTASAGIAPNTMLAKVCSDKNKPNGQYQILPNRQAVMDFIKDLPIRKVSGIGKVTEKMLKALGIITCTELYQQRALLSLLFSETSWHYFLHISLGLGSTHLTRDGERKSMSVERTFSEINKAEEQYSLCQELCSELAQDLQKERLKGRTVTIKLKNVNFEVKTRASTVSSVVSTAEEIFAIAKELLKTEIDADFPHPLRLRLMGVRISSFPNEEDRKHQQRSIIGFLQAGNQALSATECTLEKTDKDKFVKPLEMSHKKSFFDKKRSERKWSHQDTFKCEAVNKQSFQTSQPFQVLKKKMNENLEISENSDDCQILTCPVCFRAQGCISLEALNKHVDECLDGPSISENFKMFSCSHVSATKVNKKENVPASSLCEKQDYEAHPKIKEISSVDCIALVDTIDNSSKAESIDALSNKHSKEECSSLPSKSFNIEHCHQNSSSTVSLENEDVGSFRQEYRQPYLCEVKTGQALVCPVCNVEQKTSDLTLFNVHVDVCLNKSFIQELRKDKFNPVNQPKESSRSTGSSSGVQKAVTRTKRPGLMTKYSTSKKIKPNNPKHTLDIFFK
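10 nM Pol kappa preincubated 15 min at room temperature with compounds, then reaction started with substrate at 50 nM final. Fluorescence read kinetically at 0 and 10 min; buffer-only wells served as negative control.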
Pol iota inh: qHTS for Inhibitors of Polymerase Iota. Pol iota fluorescent replication assay, 10 min. Potency, µM (titrated, usually from 115 µM), for the others: top-dose activity, negative = inhibition, actives largely listed as inhibitors. hit rate 1% among 390,000; also: potency is read from the fitted curve at half-maximal effect
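Pol iota at 10 nM preincubated 15 min with compounds at room temperature; reaction started with fluorescent substrate, 50 nM final. Fluorescence read kinetically at 0 and 10 min; buffer-only wells as negative control.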
Numbers without * were called inactive; u = inconclusive; x = no result given; [ ] = another dose, or the depositor's remark. Unless noted, calls follow the shape of the dose curve; as a rule, active = well fitted curve in the direction sought with a large enough effect; inconclusive = small, poorly fitted or top-dose-only effect, or another doubt; inactive = no such curve, though single readings can be large; an effect the other way counts as inactive or inconclusive. Not all compounds are listed. The share of hits here may be higher or lower than overall.

SMILES | LDHA inh | Apoferritin bind | Pol beta inh | BLM inh | APEX1 inh | Glioma ERSR ind | Pol eta inh | Pol kappa inh | Pol iota inh
Cc1cc(C)nc(N/N=C/c2c[nH]c3ccccc23)n1 | -4.6 | -4.1% | 21.5% | 0.0% | -4.0% | -1.4% | -15.3% | -27.3% | 45.5%[activator]
O=C(NNC(=O)c1cc2ccccc2o1)c1ccc(F)cc1 | -11.9 | x | x | x | 9.8% | 5.2% | 4.8% | -16.0% | 32.7%[activator]
CC(=O)N1CCC(N(CCN2CCOCC2)C(=S)Nc2c(C)cccc2C)CC1 | -3.7 | -7.3% | 16.2% | 2.2% | 2.0% | 0.7% | -20.1% | 2.2% | 15.7%
COc1cc(S(=O)(=O)N2CCOCC2)ccc1NC(=O)COC(=O)CC12CC3CC(CC(C3)C1)C2 | 3.0 | 7.0% | 1.7% | -12.8% | -3.2% | -1.6% | -12.0% | 4.2% | -5.9%
COc1ccc(OC)c(CNC(=O)c2ccc(NC(=O)c3nsc4ccccc34)cc2)c1 | -9.7 | -1.1% | 40.0%[activator] | -6.3% | x | -5.6% | -8.5% | -8.3%[60.1 µM] | 89.1µM*
COC(=O)CS(=O)(=O)c1ccc(C)cc1 | -4.9 | -5.8% | -2.1% | -4.3% | 3.1% | -2.1% | -5.3% | -6.5% | 110.5%[activator]
O=[N+]([O-])c1ccccc1S(=O)(=O)NC1CCCCCCC1 | -18.4 | u | 46.1% | -12.2% | -9.0% | -5.7% | -13.0% | 1.6% | -13.0%
O=C(COc1cccc2c1CCN(Cc1ccccc1F)C2=O)N1CCCCC1 | -5.1 | u | 0.1% | -7.1% | -6.1% | -2.7% | -14.9% | -5.0% | 48.0%[activator]
COc1ccc(C)cc1N(CC(=O)NCCSCc1cccc(Cl)c1)S(C)(=O)=O | -4.2 | -7.0% | 0.7% | -8.9% | 54.7%[activator] | -1.8% | -22.9% | -12.8% | 40.8%[activator]
Cn1nc(-c2ccccc2)c(CSc2cccc(Cl)c2)c1Cl | 1.4 | 2.8% | 19.9% | -5.4% | -4.5% | -6.6% | -19.8% | 2.3% | -6.4%
CCC(C)C(NC(=O)OC(C)(C)C)C(=O)NC1COC2CC(n3ccc(NC(C)=O)nc3=O)OC12 (centres undefined) | x | -0.9% | x | 2.8% | 1.6% | -0.9% | x | 2.4% | 13.6%
CC1CCN(CC(O)COC2CC(C)CCC2C(C)C)CC1 (centres undefined) | -1.6 | -12.9% | 18.7% | -0.6% | 16.1% | -2.4% | -16.5% | 6.2% | 1.7%
COc1ccc(/C(C)=N/Nc2nc3ccccc3nc2C)cc1OC | 1.4 | 0.9% | -1.4% | 1.8% | -4.4% | 0.4% | -23.5% | -3.0% | -14.7%[58.9 µM]
Cc1ccc(NC(=O)CSc2nnc3scc(-c4ccccc4)n23)cc1 | -10.2 | 5.3% | -1.2% | -3.1% | x | x | x | -9.1% | 16.1%
O=C(Nc1ccc2c(c1)CCC2)C1CCCO1 (centres undefined) | -4.0 | -9.1% | 10.2% | 3.4% | 18.0% | 6.7% | -11.0% | 0.9% | 14.4%
Cc1onc(-c2c(Cl)cccc2Cl)c1NC(=O)N1CCSCC1 | -3.6 | -1.7% | -9.9% | -2.9% | 0.9% | -3.6% | -12.2% | 0.8% | 161.1%[activator]
C=CCn1c(O)c(N=Nc2ccccc2O)c2ccccc21 | 0.7 | x | x | x | 47.9% | -4.6% | -11.3% | -7.4% | 6.4%
O=C1OC(/C(=C\NCc2ccccc2)[N+](=O)[O-])c2ccccc21 (centres undefined) | -3.4 | -10.4% | 51.4% | -3.8% | -10.6% | -4.5% | 4.3% | -23.0% | 23.8%
Cc1cc(C(F)(F)F)n(-c2ccc(N)cc2)n1 | 0.1 | u | 21.0% | -6.9% | 19.9% | -3.6% | 0.4% | -16.9% | 143.4%[activator]
O=C1NC(=O)C2(CCCCCCCCCCC2)N1 | -4.5 | -21.4% | 8.6% | -9.4% | 35.6% | -4.3% | -16.0% | 9.1% | 10.8%
c1ccc(CNc2nc(-c3ccoc3)nc3ccccc23)cc1 | x | x | x | -1.1% | -9.1% | 5.1% | x | -12.0%[60.1 µM] | x
COc1cc(OC)cc(C(=O)Nc2c(C(=O)Nc3ccc(F)cc3)oc3ccccc23)c1 | -1.2 | 1.7% | -2.9% | -1.9% | x | 5.1% | -15.6% | 1.5% | 27.1%
CCN(CCCNC(=O)c1cc2c(=O)n(CC)c3ccccc3c2s1)c1ccccc1 | 1.6 | -8.4% | 34.9% | -8.3% | x | -1.9% | -4.5% | 4.4% | 5.4%
O=C(Cc1cccs1)NCCCc1ccccc1 | -4.4 | -10.5% | -27.0% | 2.8% | 0.2% | 0.0% | -19.1% | -7.6% | 50.4%
O=C(CCCc1ccccc1)Nc1ccnn1C1CCN(Cc2ccc(CO)o2)CC1 | -5.2 | -4.7% | 26.4% | -5.5% | 9.7% | -5.3% | -0.6% | -17.3% | 4.9%
CCOC(=O)c1ccc(N2C(=O)CC(N3CCC(C(N)=O)(N4CCCCC4)CC3)C2=O)cc1 (centres undefined) | -8.4 | 0.4% | 28.1% | 2.5% | 3.9% | -2.1% | -4.5% | -8.2% | -0.2%
CCc1ccc(NCCC(=O)c2ccc(Cl)cc2)cc1 | -14.2 | -4.1% | 26.4% | -2.7% | 13.9% | 2.3% | 3.9% | -1.1% | 4.5%
C=CCNC(=O)C1CC(=O)N(c2ccc(OCC(=O)Nc3cccc(OC)c3)cc2)C1 (centres undefined) | 0.7 | -8.3% | 28.2% | -0.4% | -2.2% | 3.1% | -7.8% | -0.8% | 20.1%
O=C(C[n+]1ccccc1Cl)c1ccc(O)c(O)c1 | 11.2 | x | x | x | x | -3.3% | x | -15.6% | -22.1%
COc1ccc(C)cc1NC(=O)C(Sc1nnc(-c2ccncc2)n1-c1ccc(Cl)cc1)c1ccccc1 (centres undefined) | -5.9 | -10.3% | -1.4% | -8.3% | 8.2% | -4.1% | -22.5% | -8.5% | -28.9%
CCN1CCN(C(c2ccccc2)c2sc3nc(-c4ccco4)nn3c2O)CC1 (centres undefined) | 2.3 | 2.7% | -28.0% | 2.0% | x | x | x | -2.6%[60.1 µM] | 6.5%
CCOC(=O)c1sc(=S)n(-c2cc(OC)ccc2OC)c1N | -3.7 | -14.4% | -6.2% | -2.2% | 9.7% | 2.8% | -3.7% | -9.6% | 0.3%
CC(c1ccccc1)N(C)C(=O)CN1CCN(S(=O)(=O)c2ccc3c(c2)OCCCO3)CC1 (centres undefined) | 1.5 | x | x | x | -6.8% | -1.5% | -0.6% | -0.2% | 11.4%
COc1ccccc1Nc1nc(-c2cccs2)cs1 | -6.8 | -19.8% | -0.4% | -5.0% | 0.6% | 5.0% | -7.2% | -15.8% | -0.5%
O=C(Nc1ccc2c(c1)CCC2)c1cnn2c1NC(=C1CC1)C=C2C(F)F | -5.8 | x | x | x | x | -1.7% | x | -2.4% | -9.9%
Cc1ccc(C(=O)C(OC(=O)c2cnccn2)c2ccccc2)cc1 (centres undefined) | 3.7 | -11.4% | -23.9% | -0.6% | -1.0% | -3.6% | -13.2% | 4.7% | 19.0%
COCCn1c(SCC(=O)c2cccc(OC)c2)nnc1-c1ccco1 | -1.9 | -23.2% | 2.3% | 1.8% | 2.1% | -4.7% | -1.6% | -12.3% | -11.5%
C=CCn1c(=O)[nH]c2cc(C(=O)N3CC=C(c4ccccc4)CC3)ccc2c1=O | -1.1 | -14.8% | u | -9.4% | -9.7% | 0.8% | u | -22.1% | u
COc1ccc(-c2cc(=O)oc3cc(OCC(=O)NCCCn4ccnc4)ccc23)cc1 | -6.5 | -14.5% | 32.9% | -12.6% | 1.8% | 0.7% | -14.1% | 6.7% | 28.8%
COc1ccc(Cl)cc1NS(=O)(=O)c1cccc2cccnc12 | -0.3 | -0.9% | -0.8% | -8.8% | 25.5% | -4.2% | -11.9% | -7.9% | 86.1%[activator]
Cc1cccc(NC(=O)CCN2CCCC(C)C2)c1 (centres undefined) | 1.0 | -1.5% | 9.2% | 2.2% | 8.2% | -4.7% | -16.1% | -7.1% | 96.1%[activator]
Cc1cc(C=O)c2c(c1)C=CC1(Oc3ccccc3C(=O)N1C)O2 (centres undefined) | x | -5.5% | 1.4% | 0.2% | 12.3% | x | x | x | x
Cc1ccc(C2(CCNC(C)c3cccs3)CCOC(C(C)C)C2)cc1 (centres undefined) | -6.4 | -15.0% | -20.8% | -8.2% | 1.3% | -9.1% | -17.1% | 0.7% | 81.9%[activator]

Pol iota inh, entries above that show a hit
Structure | Pol beta inh | BLM inh | APEX1 inh | Glioma ERSR ind | Pol eta inh | Pol kappa inh | Pol iota inh
COc1ccc(OC)c(CNC(=O)c2ccc(NC(=O)c3nsc4ccccc34)cc2)c1 | 40.0%[activator] | -6.3% | x | -5.6% | -8.5% | -8.3%[60.1 µM] | 89.1µM*

Ordered by molecular weight (low to high): some entries from above.
SMILES | LDHA inh | Apoferritin bind | Pol beta inh | BLM inh | APEX1 inh | Glioma ERSR ind | Pol eta inh | Pol kappa inh | Pol iota inh
O=C(Cc1cccs1)NCCCc1ccccc1 | -4.4 | -10.5% | -27.0% | 2.8% | 0.2% | 0.0% | -19.1% | -7.6% | 50.4%
COc1ccc(Cl)cc1NS(=O)(=O)c1cccc2cccnc12 | -0.3 | -0.9% | -0.8% | -8.8% | 25.5% | -4.2% | -11.9% | -7.9% | 86.1%[activator]
O=C(Nc1ccc2c(c1)CCC2)c1cnn2c1NC(=C1CC1)C=C2C(F)F | -5.8 | x | x | x | x | -1.7% | x | -2.4% | -9.9%

Compound activity (PubChem)
